High-throughput results deposited in PubChem by several laboratories.
Rab2 wt GTP = changes GTP binding to wildtype dog Rab2A, up or down; P61105; GST-Rab2 wt beads, Bodipy-GTP binding, flow cytometry; GTP binding activity, % at 10 µM; actives 0.19% (n = 190,000);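 active means GTP binding activity at least 20 points away from 100%, either lowered or raised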;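 further: 0% = beads with excess unlabeled GTP and 100% = no-compound control corrected for plate trend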
Bim-Mcl-1 = disrupts Bim peptide binding to human Mcl-1; Q07820; Bead-based flow cytometry, Bim peptide-Mcl-1 binding; inhibition, % at 10 µM; actives 0.1% (n = 190,000); in the data active means inhibition above about 40%;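 further: 0% = no compound tracer wells and 100% = peptide blocker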
Rac1 wt GTP bind = alters GTP binding to wildtype human Rac1. P63000. GST-Rac1 beads, fluorescent GTP binding, flow cytometry; actives lie on both sides; 0 = cold GTP competed, 100 = untreated. GTP binding activity (% of control), % at 10 µM. actives 0.27% (n = 190,000);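 active means GTP binding activity at least 20 points away from the 100% control level, either lower or higher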
Mcl1-Noxa inh = disrupts binding of human Mcl-1 to Noxa peptide | TR-FRET Mcl-1/Noxa peptide binding, 2 h | inhibition, % at 21.7 µM | actives 1.5% (n = 220,000);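 active means compounds that cut the protein-peptide binding signal by more than 50% relative to plate controls in a single-dose test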;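 further: His-tagged Mcl-1 with rhodamine Noxa BH3 peptide and terbium anti-His antibody; 0% = Mcl-1 plus Noxa peptide wells and 100% = peptide-only wells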
Rab7 wt modul = dog Rab7 wildtype GTP binding, inhibitors and activators. GST-Rab7 beads, fluorescent GTP binding, flow cytometry; actives lie on both sides; untreated = 100%, excess cold GTP = 0%. GTP binding activity (percent of control), % at 10 µM. actives 0.055% (n = 190,000);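 active means fluorescent GTP binding to Rab7 beads changed by at least 20 points from the 100% baseline, either direction, mostly lower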;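 further: median green fluorescence of bound Bodipy-FL-GTP per Rab7 bead population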
Pf gamet viab = P. falciparum stage V gametocyte viability inhibition; P. falciparum stage V gametocytes, ATP luminescence, 24 h; inhibition, % at 10.9 µM; actives 0.065% (n = 150,000);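 active means inhibition above the mean plus 3 SD of compounds within the control limits, set per campaign, cut at about 38% in these data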;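 further: 0% = DMSO wells and 100% = medium only without gametocytes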
Rac1 act GTP bind = human Rac1 activated mutant GTP binding change; P63000; GST-Rac1 activated beads, fluorescent GTP binding, flow cytometry; actives lie on both sides; 100% means binding = to untreated wells; percent activity (GTP binding), % at 10 µM; actives 0.11% (n = 190,000); AID 764;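 active means GTP binding at least 20 percentage points away from the 100% baseline, in either direction, so actives lie on both sides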
HRas wt GTP bind = human HRas wildtype GTP binding, change in either direction; P01112; GTP binding activity, % at 10 µM; GST-Ras wt beads, Bodipy-FL-GTP binding, flow cytometry; actives lie on both sides; actives 0.14% (n = 190,000);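 active means GTP binding activity at least 20% away from the 100% baseline, either lowered as inhibitor or raised as activator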;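 further: 0% = unlabeled GTP competition control and 100% = no-compound control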
Target sequence (P01112 whole entry, looked up): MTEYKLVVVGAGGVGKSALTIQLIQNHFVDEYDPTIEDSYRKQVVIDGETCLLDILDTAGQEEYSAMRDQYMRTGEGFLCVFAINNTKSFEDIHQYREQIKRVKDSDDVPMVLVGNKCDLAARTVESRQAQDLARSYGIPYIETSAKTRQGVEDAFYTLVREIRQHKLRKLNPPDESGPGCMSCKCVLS
Mcl1-Bid inh = disrupts binding of human Mcl-1 to Bid peptide; actives 0.97% (n = 220,000); AID 1021; TR-FRET Mcl-1/Bid-Dy647 peptide binding, 1536-well; inhibition, % at 21.7 µM;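 active means compounds that cut the binding signal by more than half at the single screening dose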;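 further: His-tagged Mcl-1 with europium anti-His antibody binding Bid BH3 peptide; 0% = Mcl-1 plus peptide wells and 100% = peptide-only wells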
Cdc42 wt GTP = modulators (inhibitors or activators) of GTP binding to human Cdc42 wildtype; P60953; GST-Cdc42 beads, Bodipy-GTP binding, flow cytometry; actives lie on both sides; percent activity (GTP binding), % at 10 µM; actives 0.2% (n = 190,000); AID 761;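 active means percent activity GTP binding at least 20 points away from the 100% baseline, either down as inhibitor or up as activator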;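 further: median bead fluorescence of bound Bodipy-FL-GTP at 100 nM; 0% = excess unlabeled GTP control and 100% = no compound control; below 100% means less GTP binding so inhibitor and above means activator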
Target sequence (P60953 whole entry, looked up): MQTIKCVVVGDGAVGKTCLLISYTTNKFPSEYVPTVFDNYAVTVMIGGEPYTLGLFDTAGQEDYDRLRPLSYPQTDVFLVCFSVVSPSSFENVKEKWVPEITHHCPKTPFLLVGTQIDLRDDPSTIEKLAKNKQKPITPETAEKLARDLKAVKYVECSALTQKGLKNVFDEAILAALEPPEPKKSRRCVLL
RGS8-Gao reg = human RGS8-Galphao interaction regulation; P09471; multiplexed bead flow cytometry, RGS8-Galphao binding; actives lie on both sides; response (percent of control binding), % at 10 µM; actives 0.34% (n = 220,000); in the data active means response below about 60% or above about 140%; inactive means in between;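 further: Galphao activated as the GDP aluminium fluoride complex binding bead-coupled RGS8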
Target sequence (P09471 whole entry, looked up): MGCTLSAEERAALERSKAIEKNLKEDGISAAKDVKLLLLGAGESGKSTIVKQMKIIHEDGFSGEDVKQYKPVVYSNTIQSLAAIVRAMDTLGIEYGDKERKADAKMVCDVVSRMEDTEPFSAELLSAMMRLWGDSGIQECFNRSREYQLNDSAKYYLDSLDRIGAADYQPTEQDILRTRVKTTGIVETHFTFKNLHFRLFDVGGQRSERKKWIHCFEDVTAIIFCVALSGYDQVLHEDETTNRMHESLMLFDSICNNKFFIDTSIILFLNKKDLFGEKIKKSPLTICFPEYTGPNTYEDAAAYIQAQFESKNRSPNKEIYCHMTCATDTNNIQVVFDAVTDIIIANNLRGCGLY
An asterisk follows results filed as active; x = not tested or not shown.

Short keys: A = Rab2 wt GTP; B = Bim-Mcl-1; C = Rac1 wt GTP bind; D = Mcl1-Noxa inh; E = Rab7 wt modul; F = Pf gamet viab; G = Rac1 act GTP bind; H = HRas wt GTP bind; I = Mcl1-Bid inh; J = Cdc42 wt GTP; K = RGS8-Gao reg
> C#CC(CC)(CC)NC(=O)c1ccc(Br)s1
  A = 96	B = 0	C = 99	D = 4	E = 97	F = x	G = 96	H = 97	I = -19	J = 96	K = 98

> Cc1nc(CS(=O)(=O)c2ccccc2)cc(N2CCOCC2)n1
  A = 96	B = -1	C = 95	D = 3	E = 96	F = -10	G = 98	H = 98	I = -4	J = 98	K = 107

> O=C(COC(=O)CCCOc1ccc(Cl)cc1Cl)Nc1cccc(Cl)c1
  A = 99	B = -5	C = 100	D = 8	E = 98	F = x	G = 96	H = 96	I = 4	J = 98	K = 103

> O=C(c1ccccc1)N1CCN(C2CC3CCC2C3)CC1 (stereo not given)
  A = 99	B = -3	C = 95	D = -14	E = 101	F = x	G = 95	H = 100	I = 57*	J = 100	K = 102

> C/C(Nc1cccc(F)c1)=C(/C#N)C(N)=O
  A = 101	B = -3	C = 97	D = 7	E = 102	F = -26	G = 96	H = 101	I = -12	J = 100	K = 104

> COc1ccc(C)cc1S(=O)(=O)Nc1ccc2c(c1)OCO2
  A = 99	B = 2	C = 100	D = 10	E = 104	F = 2	G = 96	H = 100	I = -40	J = 96	K = 100

> Cc1nc2cc(N=NC3=C(O)CCCC3=O)ccc2s1
  A = 97	B = 0	C = 103	D = 20	E = 98	F = 3	G = 98	H = 97	I = -17	J = 98	K = 101

> O=S(=O)(c1ccccc1F)N1CCN(Cc2nc3ccccc3[nH]2)CC1
  A = 100	B = -2	C = 103	D = 20	E = 99	F = x	G = 100	H = 100	I = 79*	J = 104	K = 101

> CCOC(=O)Nc1cc(OCC)c(NC(=O)C2CC2)cc1OCC
  A = 100	B = 0	C = 102	D = -4	E = 101	F = x	G = 97	H = 100	I = -36	J = 102	K = 103

> CCOc1ccc(Br)cc1S(=O)(=O)Nc1ccc(Cl)c(S(=O)(=O)N(CC)c2ccccc2)c1
  A = 92	B = -3	C = 95	D = 19	E = 92	F = -47	G = 90	H = 97	I = 7	J = 94	K = 107

Part of the list above, with two lines to a compound:
Fields – Rab2 wt GTP	Bim-Mcl-1	Rac1 wt GTP bind	Mcl1-Noxa inh	Rab7 wt modul	Pf gamet viab	Rac1 act GTP bind	HRas wt GTP bind	Mcl1-Bid inh	Cdc42 wt GTP	RGS8-Gao reg
> O=C(COC(=O)CCCOc1ccc(Cl)cc1Cl)Nc1cccc(Cl)c1
  99	-5	100	8	98	x	96	96	4	98	103
> O=C(c1ccccc1)N1CCN(C2CC3CCC2C3)CC1 (stereo not given)
  99	-3	95	-14	101	x	95	100	57*	100	102
> C/C(Nc1cccc(F)c1)=C(/C#N)C(N)=O
  101	-3	97	7	102	-26	96	101	-12	100	104
> COc1ccc(C)cc1S(=O)(=O)Nc1ccc2c(c1)OCO2
  99	2	100	10	104	2	96	100	-40	96	100
> Cc1nc2cc(N=NC3=C(O)CCCC3=O)ccc2s1
  97	0	103	20	98	3	98	97	-17	98	101
> O=S(=O)(c1ccccc1F)N1CCN(Cc2nc3ccccc3[nH]2)CC1
  100	-2	103	20	99	x	100	100	79*	104	101
> CCOC(=O)Nc1cc(OCC)c(NC(=O)C2CC2)cc1OCC
  100	0	102	-4	101	x	97	100	-36	102	103
> CCOc1ccc(Br)cc1S(=O)(=O)Nc1ccc(Cl)c(S(=O)(=O)N(CC)c2ccccc2)c1
  92	-3	95	19	92	-47	90	97	7	94	107

The list goes on:
Short keys: A = Rab2 wt GTP; B = Bim-Mcl-1; C = Rac1 wt GTP bind; D = Mcl1-Noxa inh; E = Rab7 wt modul; F = Pf gamet viab; G = Rac1 act GTP bind; H = HRas wt GTP bind; I = Mcl1-Bid inh; J = Cdc42 wt GTP; K = RGS8-Gao reg
> O=C(c1ccccc1)c1ccc(N2CCOCC2)c(F)c1
  A = 104	B = -2	C = 101	D = 3	E = 100	F = -1	G = 99	H = 104	I = -28	J = 106	K = 100

> Cc1ccc(Nc2ccc(N3CCN(c4ccc([N+](=O)[O-])cc4)CC3)nn2)cc1
  A = 99	B = -1	C = 101	D = 12	E = 99	F = 10	G = 97	H = 98	I = -12	J = 100	K = 101

> CSc1ccc(S(=O)(=O)NC(C)c2ccccc2)cc1 (stereo not given)
  A = 98	B = -1	C = 99	D = -2	E = 100	F = 23	G = 94	H = 98	I = -13	J = 98	K = 103

> O=C(NCc1ccc2c(c1)OCO2)c1cc2c(s1)CS(=O)(=O)C2
  A = 102	B = 0	C = 104	D = 21	E = 97	F = x	G = 100	H = 101	I = -3	J = 102	K = 102

> Cc1cc(NC(=O)c2ccc(Cn3nc(C)c(Br)c3C)o2)no1
  A = 91	B = 0	C = 86	D = x	E = 93	F = 14	G = 89	H = 92	I = 0	J = 91	K = 104

> Cc1ccc(C(=O)NC2(C(Cl)Cl)N=C(c3ccccc3)N=C2N)cc1 (stereo not given)
  A = 96	B = 0	C = 91	D = 11	E = 96	F = 7	G = 91	H = 94	I = -10	J = 92	K = 103

> Nn1c(SCC(=O)N2CCCc3ccccc32)nncc1=O
  A = 97	B = 5	C = 94	D = -14	E = 99	F = 6	G = 94	H = 93	I = -12	J = 95	K = 121

> COc1ccc(OC)c2c(N3CC(C)OC(C)C3)cc(C(F)(F)F)nc12 (stereo not given)
  A = 93	B = 1	C = 103	D = 16	E = 96	F = -16	G = 101	H = 102	I = -65	J = 100	K = 95

> Cc1cc(NC(=O)COC(=O)C2CCCN2C(=O)c2cccs2)no1 (stereo not given)
  A = 102	B = -1	C = 106	D = -14	E = 103	F = -39	G = 102	H = 103	I = -20	J = 104	K = 100

> O=C(NNC(=O)c1cccc(S(=O)(=O)N2CCN(c3ccccc3)CC2)c1)c1ccc(Cl)cc1
  A = 96	B = -3	C = 99	D = 3	E = 98	F = x	G = 94	H = 97	I = -33	J = 102	K = 102

> Fc1cccc(C2NC(=S)NC3=C2N2CCC3CC2)c1 (stereo not given)
  A = 100	B = 0	C = 98	D = 8	E = 99	F = 3	G = 98	H = 101	I = -48	J = 103	K = 101
